TEAD-YAP block = TEAD-YAP interaction inhibition | 640,000 tested, 1.4% active | inhibition, % at 9.12 µM | HEK-TIYL cells, TEAD-Gal4/YAP UAS-luciferase luminescence; in the data active = inhibition above about 32%;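 note: 0% = median of test compound wells and 100% = reference inhibitor wells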
MITF inh = inhibitors of human MITF; O75030; AlphaScreen MITF homodimerization, bead proximity signal; inhibition, % at 2.6 µM; 650,000 tested, 0.91% active; in the data active = inhibition above about 50%;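 note: 0% = vehicle wells with protein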
Target sequence (O75030 whole entry, looked up): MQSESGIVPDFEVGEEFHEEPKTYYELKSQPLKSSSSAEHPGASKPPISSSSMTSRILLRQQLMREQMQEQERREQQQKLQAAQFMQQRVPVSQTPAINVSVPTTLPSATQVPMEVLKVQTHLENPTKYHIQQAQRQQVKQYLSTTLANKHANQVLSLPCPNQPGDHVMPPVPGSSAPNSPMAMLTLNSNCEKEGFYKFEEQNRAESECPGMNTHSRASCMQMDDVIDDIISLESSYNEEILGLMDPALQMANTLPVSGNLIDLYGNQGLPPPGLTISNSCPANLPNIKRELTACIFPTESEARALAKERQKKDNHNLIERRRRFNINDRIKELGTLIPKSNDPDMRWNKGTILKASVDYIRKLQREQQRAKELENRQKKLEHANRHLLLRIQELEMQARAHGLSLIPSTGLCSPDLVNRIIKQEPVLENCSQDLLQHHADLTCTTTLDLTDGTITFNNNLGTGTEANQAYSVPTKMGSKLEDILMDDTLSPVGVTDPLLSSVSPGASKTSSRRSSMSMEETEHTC
GPR151 activ = activators of human GPR151 | PathHunter beta-arrestin GPR151 cells, luminescence | activation, % at 11.2 µM | 650,000 tested, 1% active | AID 1508602; in the data active = activation above about 4.9%;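 note: 0% = median of compound wells and 100% = cells with positive control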
Target sequence (Q8TDV0 whole entry, looked up): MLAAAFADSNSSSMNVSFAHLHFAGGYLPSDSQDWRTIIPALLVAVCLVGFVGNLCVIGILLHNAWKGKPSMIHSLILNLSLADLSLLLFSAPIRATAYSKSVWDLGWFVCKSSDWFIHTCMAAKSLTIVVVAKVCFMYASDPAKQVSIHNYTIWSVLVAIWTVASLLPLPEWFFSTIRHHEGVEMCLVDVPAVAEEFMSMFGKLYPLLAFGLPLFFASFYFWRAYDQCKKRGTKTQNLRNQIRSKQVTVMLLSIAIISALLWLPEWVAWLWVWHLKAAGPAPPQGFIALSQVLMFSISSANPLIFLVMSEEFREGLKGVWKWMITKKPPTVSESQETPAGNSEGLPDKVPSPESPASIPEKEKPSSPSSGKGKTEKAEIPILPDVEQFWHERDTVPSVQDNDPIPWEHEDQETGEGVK
FBW7 act = activators of human E3 ligase FBW7; Q969H0; AlphaScreen FBW7–phospho-cyclin E peptide binding, activator screen; normalized activity (activation), % at 26.1 µM; 650,000 tested, 0.13% active; AID 1259310; in the data active = normalized activity above about 1.9%;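 note: purified mutant Fbw7 with reduced substrate affinity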
Numbers without * were called inactive; & = joins results of further samples.

SMILES	TEAD-YAP block	MITF inh	GPR151 activ	FBW7 act
CCOc1cccc(/C=N/NC(=O)c2[nH]nc(-c3ccccc3)c2C)c1O	48*	13	-1.1	0.1
O=C1CCCN2N=C(SCc3ccccc3F)SC2=N1	-55	-12	1.4	-0.1
CCOc1ccc2ccccc2c1/C=N\NC(=O)c1ccc([N+](=O)[O-])cc1	-3	16	-0.9	0.1
COc1cc([N+](=O)[O-])ccc1NC(=O)c1nc2nc(C)cc(C(F)F)n2n1	-1	9	-1.4	1.0
CC(=O)[C@H]1[C@H](c2ccc(Br)cc2)C(C#N)(C#N)[C@@H]2c3ccccc3C=CN21	-4	1	4.5	-0.2
O=C(Nc1cccnc1Cl)C(=O)c1c(-c2ccccc2)cc2ccccn12	-53	0	1.0	-0.2
Cc1ccc(C2/C(=C(/O)c3ccc(F)cc3)C(=O)C(=O)N2CCCN(C)C)o1 (centres undefined)	-2	8	0.3	-0.1
COc1ccc(-c2noc(CCC(=O)NC(C)(C)C)n2)cc1OC	-9	-9	3.9	0.3
Cc1cccc(NC(=O)C2C3C=CC4(O3)C2C(=O)N(CCC2=CCCCC2)C4C(=O)NC2CCCCC2C)c1 (centres undefined)	-1	3	-2.0	0.1
CN(C)c1ccc(/C=c2/sc3n(c2=O)NC2(c4ccccc4)N(C)C(=O)N(C)C2(c2ccccc2)N=3)cc1 (centres undefined)	-8	11	1.2	0.7
O=C(COC(=O)c1cccs1)NCC1CCCO1 (centres undefined)	0	4	-0.9	0.1
O=C(NC1(C(F)(F)F)NC(=O)N(C2CCCCC2)C1=O)c1ccccc1 (centres undefined)	2	3	-1.8	0.1
O=S(=O)(NCc1ccccc1)c1ccc2c(c1)OCCCO2	2	-7	-0.9	-0.1
Cc1ccc(C2=N/C(=C\C=C\c3ccccc3)C(=O)O2)cc1	5	50	0.1	0.1
O=C(NC1CC1)c1ccc(NS(=O)(=O)c2ccccc2)cc1	-10	8	-0.5	-0.1
NC(=O)C1(N2CCCCC2)CCN(C(=O)c2ccc3c(=O)n(Cc4ccco4)c(=S)[nH]c3c2)CC1	-6	-6	1.7	-0.1
CCCCn1cc(-c2ccc3ccccc3n2)c(=S)c2ccccc21	-1	0	0.1	0.1
CCCCC(C(=O)Nc1ccccc1)C(=O)Nc1ccccc1	12	12	-0.5	0.2
Cc1cccc(C)c1OCCCNC(C)(C)C	5	-2	1.5	-0.1
CCNC(=O)NC(=O)C(C)OC(=O)C(C)(C)Oc1ccc(Cl)cc1 (centres undefined)	-3	3	-1.1	0.0
Cc1ccccc1C(=O)Nc1cccc(NC(=O)c2ccc(C(C)(C)C)cc2)c1	-47	-10	1.0	0.0
Cc1cccc(C(=O)NCC(C)NC(=O)c2cccc(C)c2)c1 (centres undefined)	7	14	-0.3	0.0
CCOc1ccc2nc(N/C(N)=N/C(=S)Nc3ccc(OC)cc3)nc(C)c2c1	17	24	-1.7	0.5
CCCC1=C(C(=O)OCC)C(c2cccc(OC)c2OC)n2ncnc2N1 (centres undefined)	4	13	0.8	0.1
COc1ccc(CCN(Cc2ccccn2)C(=S)Nc2ccccc2F)cc1OC	-8	-8	0.5	-0.1

Reformatted: entries from further up
Molecule | TEAD-YAP block | MITF inh | GPR151 activ | FBW7 act
Cc1cccc(C(=O)NCC(C)NC(=O)c2cccc(C)c2)c1 (centres undefined) | 7 | 14 | -0.3 | 0.0
CCOc1ccc2nc(N/C(N)=N/C(=S)Nc3ccc(OC)cc3)nc(C)c2c1 | 17 | 24 | -1.7 | 0.5

Further compounds
SMILES	TEAD-YAP block	MITF inh	GPR151 activ	FBW7 act
Cc1ccsc1/C=C(\C#N)C(=O)Nc1ccccc1I	-34	-6	0.8	-0.2
Cc1ccc(-n2nc3c(c2NC(=O)c2ccc(Br)cc2)CS(=O)(=O)C3)c(C)c1	2	4	4.0	-0.2
CC(C)=CNC(=O)Nc1ccc2c(c1)OCCO2	-4	4	0.4	-0.1
CC(=O)c1ccc(S(=O)(=O)NCc2ccc(F)cc2)cc1	-16	-7	-1.0	0.0
Cc1ccc(-c2ccc(SCC(=O)N3CCOCC3)nn2)cc1	-21	-11	0.8	-0.5
Cc1cccc(N(CC(=O)Nc2c(C)n(C)n(-c3ccccc3)c2=O)S(C)(=O)=O)c1C	1	0	-0.5	-0.1
CC(SCc1n[nH]c(=O)[nH]1)C(=O)Nc1nccs1 (centres undefined)	13	-7	0.5	0.2
COc1ccc(C(=O)Nc2ccccc2Cl)cc1I	-55	8	-2.9	-0.1
NC(=O)C1CCN(C(=O)c2ccc(N3CCCC3)c([N+](=O)[O-])c2)CC1	2	-5	-1.5	-0.1
COc1ccc(-c2ncc(C)c(NCCN3CCOCC3)n2)cc1	7	3	-0.1	0.0
CSc1cccc(NC(=O)C2C3C=CC4(O3)C2C(=O)N(C(C)(C)C)C4C(=O)NC2CCCCC2)c1 (centres undefined)	-8	-14	-0.3	-0.1
COC(=O)c1c(NC(=O)c2ccoc2C)sc2c1CCCC2	9	13	0.9	0.5
COc1ccc(CCN=C(C)C2=C(O)CC(c3ccccc3)CC2=O)cc1OC (centres undefined)	-4	3	3.0	0.0
CCC(=O)Nc1cccc(-c2csc(-c3ccccc3)n2)c1	-53	10	0.0	0.0
CCCNC(=O)c1ccccc1NC(=O)c1ccccc1	2	17	0.5	0.8
O=C(NCC(c1cccs1)N1CCOCC1)c1ccc(Cl)s1 (centres undefined)	57*	-8	0.3	-0.1
COc1cc(OC)cc(C(=O)NNC(=O)c2ccc(OC(F)(F)F)cc2)c1	2	3	1.1	0.0
OC1C2CCCC1C(c1ccccc1)NC2c1ccccc1 (centres undefined)	4	12	0.0	-0.1
COc1cccc(CC(=O)N2CCC3(CC2)OCc2cc(Cl)ccc2O3)c1OC	-9	-6	-0.7	-0.1
O=C(CN(Cc1ccco1)C(=O)c1cc2ccccc2oc1=O)Nc1ccccc1	2	0	0.2	-0.1
Fc1ccc2[nH]c3nc(SCc4cccnc4)nnc3c2c1	8	21	-1.2	0.4
N#CCSc1nc2ccsc2c(=O)n1Cc1ccc2c(c1)OCO2	1	10	0.6	0.6
CN(C)S(=O)(=O)c1ccc(NC(=S)NC(=O)c2ccc(Br)o2)cc1	-8	3	-1.0	-0.2
COc1cc2c(cc1OC)CN(Cn1c(CO)nc3ccccc31)CC2	-6	-3	1.6	0.0
C=CCn1c(SCC(=O)NCc2ccc3c(c2)OCO3)nc2scc(-c3ccc(F)cc3)c2c1=O	-23	-4	-1.9	-0.1

Continued; it opens with the five that closed the last part.
SMILES	TEAD-YAP block	MITF inh	GPR151 activ	FBW7 act
Fc1ccc2[nH]c3nc(SCc4cccnc4)nnc3c2c1	8	21	-1.2	0.4
N#CCSc1nc2ccsc2c(=O)n1Cc1ccc2c(c1)OCO2	1	10	0.6	0.6
CN(C)S(=O)(=O)c1ccc(NC(=S)NC(=O)c2ccc(Br)o2)cc1	-8	3	-1.0	-0.2
COc1cc2c(cc1OC)CN(Cn1c(CO)nc3ccccc31)CC2	-6	-3	1.6	0.0
C=CCn1c(SCC(=O)NCc2ccc3c(c2)OCO3)nc2scc(-c3ccc(F)cc3)c2c1=O	-23	-4	-1.9	-0.1
Cn1cnn(CN2CCc3ccccc3C2)c1=S	9	3	0.7	0.0
Cc1cc(C)n(-c2nnc(C)n2NS(=O)(=O)c2ccc(F)cc2)n1	1	9	-0.8	-0.1
CCNc1nc2c(c(=O)[nH]c(=O)n2C)n1CCOC	10	-21	-1.2	0.0
COc1cccc(N=C2NC(=O)/C(=C/c3ccc(O)c(OC)c3)S2)c1	-7	8	0.9	0.0
CCN(CC)S(=O)(=O)c1ccc(C(=O)Nc2sc3c(c2-c2nc4ccccc4s2)CCCC3)cc1	-5	-17	-0.1	0.1
O=C(COc1ccccc1)NCc1cccs1	-8	11	0.0	0.0
CCOC(=O)C1(CCSC)NC(c2ccco2)C2C(=O)N(C)C(=O)C21 (centres undefined)	2	-2	-0.2	0.1
Clc1ncnc2sc3c(c12)CCCCC3	11	1	0.1	0.0
CC(C)COc1ccc(/C=C2/NC(=O)N(Cc3ccc(F)cc3)C2=O)cc1	-9	3	0.7	0.0
COCCCNS(=O)(=O)c1ccc(NC(C)=O)cc1	0	4	2.5	-0.2
COCCOC(=O)C1=C(C)NC2=C(C(=O)CC(C)(C)C2)C1c1ccccc1C(F)(F)F (centres undefined)	-2&13	16&-3	2.2&0.7	1.2&0.0
O=C(CSc1ncccn1)NCc1ccc(C(=O)O)cc1	-3	10	-1.4	0.1
COc1ccc(C(NC(C)=O)c2ccc3cccnc3c2O)cc1 (centres undefined)	86*	48	0.4	-1.8
COC(=O)C1=C(C)N(C)C(=O)/C1=C\c1ccc(Br)cc1	5	17	1.8	0.4
O=c1c2sc(=S)n(CCc3ccccc3)c2[nH]c(=S)n1Cc1ccco1	-8	-11	1.1	0.9
OCCN1CCN(c2cc(-c3cccc(C(F)(F)F)c3)nc(-c3ccccn3)n2)CC1	0	18	-0.4	-0.3
Cc1ccc(C(=O)NCC(=O)OCc2c(F)cccc2Cl)s1	-17	3	-1.9	-0.2
CCCc1nnc(-c2cc3ccccc3n2Cc2ccccc2F)o1	8	-6	1.3	-0.1
O=C(Nn1cc(C(=O)N2CCCC2)c2ccccc2c1=O)c1cnccn1	-3	12	-0.1	-0.8
Cn1cccc1/C=C(\C(=O)c1ccccc1)N1C=CC=CC1=C(C#N)C#N	61*	-5	-0.4	-0.1
Cc1nc(C)n(-c2ccc(Nc3ncc(F)c(-c4cc(C#N)cc(N5CCOCC5)c4)n3)cc2)n1	4	-3	-0.6	-0.1
CCc1ccc(C2(c3ccc(CC)cc3)CC2C(=O)NCc2ccccc2)cc1 (centres undefined)	0	-2	0.8	-0.1
CC(C)N1CCN(Cc2cnc(N3CCCC3)s2)CC1CCO (centres undefined)	2	11	-0.7	0.6
O=C(NCCn1nc(-c2cccs2)ccc1=O)C1CCCC1	2	18	-0.9	0.0
Oc1c(C(c2ccco2)N2CCCCC2)sc2ncnn12 (centres undefined)	-10	-6	-0.1	-0.3

In a second layout: results already given.
NC(=O)C1(N2CCCCC2)CCN(C(=O)c2ccc3c(=O)n(Cc4ccco4)c(=S)[nH]c3c2)CC1
  TEAD-YAP block = -6	MITF inh = -6	GPR151 activ = 1.7	FBW7 act = -0.1

CCCCn1cc(-c2ccc3ccccc3n2)c(=S)c2ccccc21
  TEAD-YAP block = -1	MITF inh = 0	GPR151 activ = 0.1	FBW7 act = 0.1

The results go on.
SMILES	TEAD-YAP block	MITF inh	GPR151 activ	FBW7 act
CCNS(=O)(=O)c1ccc(OC)c(Cl)c1Cl	-10	-5	-0.5	-0.1
COc1ccccc1NC(=O)Cn1c(=O)c2ccccc2n2nnc(-c3ccccc3)c12	2	4	-1.4	-0.1
CCn1c(C(=O)N2CCCCC2)cc2sccc21	9	0	-0.3	-0.1
COc1cc(C2C(=O)N(C3CCCCC3)CC(=O)N2C2CCCCC2)ccc1O (centres undefined)	-3	-4	-1.3	-0.2
COC(=O)c1ccc(C2C3=C(CC(C)(C)CC3=O)N(c3ccc(F)cc3F)C3=C2C(=O)CC(C)(C)C3)cc1	1	2	1.4	-0.1
NC(=O)c1cccc(-c2cnc3c(N4CCOCC4)nccn23)c1	-38	-8	-1.1	0.0
CCn1cc(C(=O)OCC(=O)c2ccc3c(c2)OCCO3)c(=O)c2ccc(C)nc21	6	-8	-1.7	0.0
COc1ccc(NC(=O)COc2ccccc2-c2ccccc2)cc1	-6	16	0.1	0.8
c1ccc(CNc2nc(-c3ccncc3)nc3cnccc23)cc1	11	-6	-0.6	-0.1
CC(=O)Nc1ccc([N+](=O)[O-])cc1-c1nc2cc(C)c(C)cc2[nH]c1=O	0	0	1.1	-0.1
COc1ccccc1-n1c(O)c(C=Nc2ccccc2F)c(=O)[nH]c1=S	4	-5	-0.3	-0.2
CCn1c(SCC(=O)Nc2nccs2)nnc1-c1ccccc1O	-6	2	1.2	0.1
CC(C)/C=C/CN1CCc2nnc(CCNC(=O)c3cccnc3)n2CC1	2	9	0.3	0.2
N[C@@H](Cc1ccc(Br)cc1)C(=O)N1CCC(c2nc(-c3ccncc3)no2)CC1	8	35	0.2	-1.3
C=C(C)CN(CC)C(=O)Cn1nc(C(=O)O)c2ccccc2c1=O	-12	2	-0.8	-0.1
O=C(Cc1csc(Nc2ccc(Cl)cn2)n1)N1CCC2(CC1)OCCO2	2	-1	-0.6	-0.4
COCC(=O)NNC(=O)Nc1cc(Cl)ccc1OC	7	5	-0.5	0.0
CCOc1ccc(NCC(=O)N/N=C2\CC(=O)CC(C)(C)C2)cc1	10	5	0.8	-0.2
Cc1cc(C(=O)Nc2ccc3nc(N4CCOCC4)cc(C)c3c2)ccc1[N+](=O)[O-]	-10	3	-0.8	-0.1
COc1cc2c(cc1OC)C(c1ccccc1)NCC2 (centres undefined)	10	7	0.9	-0.1
CCOC(=O)c1c(NC(=O)CSc2nnc(CNC(=O)c3cc(OC)cc(OC)c3)n2C)sc2c1CCCC2	-15	12	3.2	0.3
COc1cccc(/C=N/N2CCN(Cc3ccc(C)cc3)CC2)c1	-1	14	-0.3	-0.1
CC(=O)c1c(C)[nH]c(C(=O)CSc2ncnc3sc(C)c(C)c23)c1C	2	16	-0.9	0.6
COc1ccc(/C=C/C(=O)Nc2ccc(I)cc2)cc1	-9	10	0.1	-0.1
CCCc1cc(C(=O)Nc2ccc(OC)c(OC)c2)no1	-51	-21	-0.1	-0.1
CCOC(=O)Nc1c(C)cc(C)cc1Cl	-6	-9	0.1	-0.2
COc1ccc(-c2[nH]nc3nc(-c4ccc(C(=O)O)cc4)cc(C(=O)O)c23)cc1	-8	-6	0.5	-0.1
COc1ccccc1C(=O)NNC(=O)C(=O)NCc1ccccc1	-3	9	2.5	0.1
